Tb MetRS inh: Trypanosoma brucei MetRS inhibition | actives 0.4% (n = 360,000) | purified T. brucei MetRS, ATP depletion, Kinase-Glo luminescence | inhibition, % at 11.9 µM;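 active = inhibition above a per-plate cutoff of the control wells' mean inhibition plus 3 SD, cut at about 5.5% in these data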;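 also: 0% = DMSO wells median and 100% = median of wells with control inhibitor compound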
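System: purified T. brucei MetRS enzyme / Detection: Kinase-Glo luciferase luminescence reporting remaining unconsumed ATP / Medium: HEPES buffer with MgCl2, KCl, DTT, spermine, BSA, pyrophosphatase / Replication: singlicate, one well per compound / Evaluation: percent inhibition relative to median high and low control wells / Schedule: 2 h aminoacylation at 25 °C after 15 min preincubation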
SUMO1-SIM PPI: SUMO1-SIM interaction modulation; inhibition, % at 20 µM; actives 0.33% (n = 360,000); AID 602429; SUMO1 binding to a labelled peptide, TR-FRET, 1 h; P63165; in the data active = inhibition above about 37%
DNMT1 block: inhibitors of human DNMT1; P26358; DNMT1 molecular beacon, Hinp1I cleavage, fluorescence; inhibition (reported as % activation of signal), % at 10 µM; actives 0.83% (n = 360,000); AID 588458; in the data active = inhibition above about 50%
Target sequence (P26358 504-1616 limits assumed): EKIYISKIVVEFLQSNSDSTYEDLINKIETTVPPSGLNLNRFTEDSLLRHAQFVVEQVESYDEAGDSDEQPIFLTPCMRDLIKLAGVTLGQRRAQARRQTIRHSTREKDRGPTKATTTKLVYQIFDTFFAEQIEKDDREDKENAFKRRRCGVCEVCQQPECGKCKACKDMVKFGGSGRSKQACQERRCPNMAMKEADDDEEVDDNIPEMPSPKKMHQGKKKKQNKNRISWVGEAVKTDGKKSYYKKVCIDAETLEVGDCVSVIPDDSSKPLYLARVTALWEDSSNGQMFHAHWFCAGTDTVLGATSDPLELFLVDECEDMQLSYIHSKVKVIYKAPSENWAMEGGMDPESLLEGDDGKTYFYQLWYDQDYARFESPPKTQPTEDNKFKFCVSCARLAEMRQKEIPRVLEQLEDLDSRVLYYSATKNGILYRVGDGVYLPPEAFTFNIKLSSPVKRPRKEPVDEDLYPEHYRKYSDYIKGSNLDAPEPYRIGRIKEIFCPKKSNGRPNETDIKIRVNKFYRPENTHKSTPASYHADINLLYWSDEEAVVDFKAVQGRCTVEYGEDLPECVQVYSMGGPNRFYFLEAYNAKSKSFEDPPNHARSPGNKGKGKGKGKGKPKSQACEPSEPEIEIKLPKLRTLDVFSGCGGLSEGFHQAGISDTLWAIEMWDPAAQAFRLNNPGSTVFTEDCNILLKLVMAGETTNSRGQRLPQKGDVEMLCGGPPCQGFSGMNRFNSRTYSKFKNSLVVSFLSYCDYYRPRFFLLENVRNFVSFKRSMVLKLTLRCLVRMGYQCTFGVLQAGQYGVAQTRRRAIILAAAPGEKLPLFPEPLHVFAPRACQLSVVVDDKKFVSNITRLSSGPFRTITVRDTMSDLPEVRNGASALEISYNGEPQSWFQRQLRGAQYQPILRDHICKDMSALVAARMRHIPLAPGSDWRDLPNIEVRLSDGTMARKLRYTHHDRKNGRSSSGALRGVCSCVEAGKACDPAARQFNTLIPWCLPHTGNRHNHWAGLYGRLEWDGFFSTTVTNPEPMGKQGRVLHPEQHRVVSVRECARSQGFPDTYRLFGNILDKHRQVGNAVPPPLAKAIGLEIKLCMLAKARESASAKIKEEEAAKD
LMPTP inh: blocks human LMPTP phosphatase; actives 0.22% (n = 360,000); recombinant LMPTP-A, OMFP fluorogenic substrate, fluorescence intensity; inhibition, % at 20 µM; P24666; AID 651560;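 active = compounds that cut the enzyme signal by at least half of the control window in the single-dose screen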;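 also: plate controls were DMSO wells with enzyme plus substrate for no effect and substrate without enzyme for full effect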
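Test system – LMPTP-A enzyme · Amount – LMPTP-A at 0.625 nM final in the reaction · Buffer or medium – Bis-Tris pH 6.0, DTT, detergent · Reagent – OMFP 400 µM · Doses – single 20 µM dose · Schedule – reaction 50 min, room temperature, dark · Detection – fluorescence intensity of OMFP turnover product · Evaluation – percent inhibition versus substrate-only and uninhibited controls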
Rpn11 inh: blocks the human proteasome subunit Rpn11; human 26S proteasome, Ub4-pepOG fluorescence polarization; 20S core pre-blocked with epoxomicin; O00487; actives 0.59% (n = 360,000); calls only at 20 µM;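 active = inhibition at 20 µM, scaled to each plate's controls, above about 33%, limit read from the data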
Scp-1 inhibitor: blocks human Scp-1 phosphatase activity | Q9GZU7 | Recombinant Scp1, phosphopeptide, malachite green phosphate absorbance | inhibition, % at 20 µM | actives 0.88% (n = 340,000) | AID 493091;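 active = inhibition above about 50% at 20 µM, limit read from the data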;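 also: plate controls were DMSO wells with enzyme for no effect and wells lacking enzyme for full effect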
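Material – SCP-1 phosphatase catalytic domain, residues 76-261 · Buffer or medium – Acidic Tris acetate buffer with magnesium and detergent · Also added – Phospho 17-mer peptide substrate · Compound – single 20 µM dose, 1% DMSO · Times – 45 min room-temperature reaction, 5 min colour, 30 min stabiliser · Technique – Phosphate-binding colour reagent, absorbance read at 630 nm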
MsrA inhibitor: bovine MsrA inhibition; purified bovine MsrA, absorbance read-out; inhibition, % at 15.5 µM; actives 0.75% (n = 360,000); in the data active = inhibition above about 4.5%;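 also: 0% = vehicle wells with enzyme and 100% = reference inhibitor wells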
NadD inh: blocks S. aureus nicotinate mononucleotide adenylyltransferase; purified NadD enzyme, colorimetric absorbance read-out; inhibition, % at 20 µM; actives 0.78% (n = 360,000); in the data active = inhibition above about 26%; also: some compounds past the cut are filed as inactive
STEP block: STEP (human) phosphatase inhibition | recombinant STEP, OMFP fluorogenic substrate, fluorescence | AID 588621 | actives 0.25% (n = 360,000) | P54829 | inhibition, % at 20 µM;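 active = inhibition at 20 µM, scaled per plate between control wells, above about 37%, limit read from the data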;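 also: 0% = DMSO with enzyme and substrate and 100% = substrate only without enzyme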
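Assay system: isolated STEP enzyme. Buffer or medium: pH 6.0 Bis-Tris with DTT and Tween 20. Also added: fluorogenic phosphatase substrate OMFP at 25 µM final. Dosing: 20 µM, 1% DMSO. Timing: 20 min reaction, room temperature, in the dark. Measured by: fluorescence intensity, excitation 480 nm, emission 540 nm. Evaluation: normalized % inhibition.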
CSN inh: CSN deneddylation inhibition | Q92905 | Purified CSN, SCF-Nedd8-OG deneddylation, fluorescence polarization | inhibition, % at 12.5 µM | actives 0.38% (n = 360,000) | AID 651999;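 active = pattern-corrected inhibition above about 35%, with an unprinted fluorescence ratio check between 0.5 and 1.5, limit read from the data, passing the limit was not always enough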;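 also: 0% = enzyme with substrate and 100% = substrate without enzyme; some results filed as inactive read as strong as hits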
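Detection – fluorescence polarization · System – HEK293T-derived human Csn5 enzyme · Controls – substrate-only high control, full reaction low control · Timing – 90 min, room temperature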
* marks the source's active call; other numbers are inactive results; i = inactive; . = no result given.

Compound | Tb MetRS inh | SUMO1-SIM PPI | DNMT1 block | LMPTP inh | Rpn11 inh | Scp-1 inhibitor | MsrA inhibitor | NadD inh | STEP block | CSN inh
Cc1ccc(CCNC(=O)CN2C(=O)COc3ccc(S(=O)(=O)N4CCCCC4)cc32)cc1 | 0.4 | -2 | 1 | 0.1 | i | -5 | 0.8 | -5 | -4 | 0
O=S(=O)(Cc1ccc(Cl)cc1)NCC1CCCO1 (configuration not stated) | -0.7 | 3 | 3 | 0.3 | i | -3 | -1.1 | -4 | -1 | 3
CCC(C)NC(=O)CSc1nc2ccccc2c(=O)n1CCCN1CCCCC1 (configuration not stated) | 0.0 | 7 | -1 | -0.3 | i | 1 | -0.1 | -2 | 1 | 3
Cc1ccc(C)c(N2CCN(S(=O)(=O)c3ccc4c(c3)NC(=O)CS4)CC2)c1 | 0.1 | 4 | -8 | 4.0 | i | 1 | -0.3 | 6 | 2 | 4
Cc1ccc(C)c(NC(=S)NC(NC(=O)/C=C/c2ccccc2)C(Cl)(Cl)Cl)c1 (configuration not stated) | 0.3 | -4 | 10 | -0.7 | i | -4 | 0.2 | 16 | 4 | -4
CN1CCOCCOCCN(C)C(=O)N2CCOCCOCCN(CCOCC2)C1=O | -0.5 | -2 | 1 | -0.2 | i | 2 | 0.9 | -2 | -1 | 6
CC(C)C(N)c1csc(Nc2ccccn2)n1 (configuration not stated) | 0.3 | -1 | 7 | -0.6 | i | . | 0.8 | 1 | 1 | 0
CCCCC(=O)NC(=S)Nc1ccccc1N1CCCCC1 | 0.4 | -2 | -1 | 0.3 | i | -2 | 1.3 | -1 | 3 | -15
COc1ccc(NC(=O)c2ccc(S(=O)(=O)N(C)c3ccccc3)cc2)cn1 | -0.1 | -7 | 6 | 0.2 | i | -1 | 0.2 | -8 | -1 | 3
O=C1OC(COc2ccc(Br)cc2)CN1c1ccccc1 (configuration not stated) | -0.7 | 1 | 4 | -2.3 | i | -13 | 0.2 | 1 | -1 | 3
O=C(C(=NNc1ccccc1)c1ccccc1)c1ccccc1 | -0.2 | -4 | -11 | 2.3 | i | -16 | 0.8 | -6 | 1 | -3
CCCOc1ccccc1C(=O)Nc1ccc(S(=O)(=O)N2CCN(C)CC2)cc1 | 2.0 | 4 | -1 | 0.3 | i | -8 | -1.0 | -2 | 1 | 2

Reprinted from the part before: two compounds, followed by the next part.
Compound | Tb MetRS inh | SUMO1-SIM PPI | DNMT1 block | LMPTP inh | Rpn11 inh | Scp-1 inhibitor | MsrA inhibitor | NadD inh | STEP block | CSN inh
O=C(C(=NNc1ccccc1)c1ccccc1)c1ccccc1 | -0.2 | -4 | -11 | 2.3 | i | -16 | 0.8 | -6 | 1 | -3
CCCOc1ccccc1C(=O)Nc1ccc(S(=O)(=O)N2CCN(C)CC2)cc1 | 2.0 | 4 | -1 | 0.3 | i | -8 | -1.0 | -2 | 1 | 2
Cc1ccc(NCC(=O)N2CCN(S(=O)(=O)c3ccccc3)CC2)cc1F | -0.2 | 1 | 0 | 0.1 | i | -2 | -0.6 | -2 | 1 | -2
N#Cc1cc2c(nc1SCC(=O)N1CCCCC1)CCCCC2 | -0.3 | 0 | -3 | -0.5 | i | -4 | 0.2 | 9 | -1 | 2
O=[N+]([O-])c1ccc(Oc2ccc(Oc3ccc(C(F)(F)F)cn3)cc2)nc1 | 0.2 | -27 | 1 | 1.6 | i | 1 | -0.2 | -2 | 2 | 1
CC(C)C(c1nnnn1C1CCCC1)N1CCc2ccccc21 (configuration not stated) | -0.2 | 2 | 28 | -0.5 | i | -5 | 0.4 | -9 | 2 | -1
CNC(=S)NN=C(C)c1ccc(OC)cc1O | -0.4 | -2 | 2 | 0.8 | i | -5 | 2.2 | 0 | 0 | -8
Cc1[nH]c2ccccc2c1[C@H]1[C@@H](CC#N)C1(C)C | 0.1 | 1 | -10 | 0.8 | i | 0 | -0.7 | -1 | -4 | 3
CCc1nc2ccc(C(=O)Nc3cc(-c4ccccc4)ccc3OC)cn2c1N(C)Cc1nccs1 | 0.4 | 2 | -21 | 7.6 | i | . | 1.0 | 1 | 4 | 4
CCC(CC)C(=O)N(C)c1c(C)nc2c(OCc3ccccc3C)cccn12 | 0.4 | -4 | 68* | 0.9 | i | . | 0.0 | -1 | 0 | -1
Cc1ccc(S(=O)(=O)N2CCCCC2)cc1NC(=O)C1CC(=O)N(Cc2ccco2)C1 (configuration not stated) | -0.4 | 7 | 2 | -0.6 | i | 5 | 0.0 | 1 | 2 | -2
CC(C)(C)NC(=O)CCSc1nnc(-c2ccco2)o1 | 0.3 | 5 | 2 | -1.6 | i | -2 | -0.6 | -4 | 4 | 0
O=S(=O)(Nc1ccc(F)cc1)c1ccc(NS(=O)(=O)c2cccs2)cc1 | 0.2 | 4 | -1 | 0.6 | i | -10 | -0.1 | -8 | -6 | -2
O=C(O)c1ccc(/C=N/N2CCN(Cc3ccc(Cl)cc3)CC2)cc1 | 1.0 | -4 | 2 | -0.8 | i | -4 | -0.2 | 7 | 1 | -6
COc1cccc(C(=O)NC2CCN(C(=O)N3c4ccccc4Sc4ccccc43)CC2)c1 | 0.3 | -2 | -12 | 4.5 | i | -9 | 0.2 | 5 | 1 | 6
Cc1[nH]c(=O)[nH]c(=S)c1C(=O)Nc1ccc(Cl)c(Cl)c1 | -0.8 | 4 | -1 | -1.0 | i | 15 | 1.4 | 2 | 1 | 0
CN(Cc1ccccc1)S(=O)(=O)c1ccc2[nH]c(=O)ccc2c1 | -0.8 | -5 | 13 | 3.1 | i | 35 | 1.0 | -5 | 0 | 3
O=C(NCc1ccc(F)cc1)c1cc(C2CCCCN2C(=O)OCCF)on1 (configuration not stated) | -0.2 | 0 | 8 | -1.2 | i | . | -1.1 | -2 | -1 | 1
COC(=O)c1cccc(NC(=O)c2ccc(OC)c(Cl)c2)c1 | -0.2 | 2 | -9 | -1.0 | i | -17 | -0.7 | -12 | -1 | 0
CCC(C)NC(=O)CN1C(=O)NC2(CCc3ccccc3C2)C1=O (configuration not stated) | 0.0 | 2 | 0 | -1.0 | i | 0 | 1.9 | -7 | 3 | -4
O=C(NCCn1cccn1)C1CCC(=O)N(CC2CCCCC2)C1 (configuration not stated) | -0.3 | -1 | 0 | 0.9 | i | -8 | -1.7 | 3 | 0 | 3
CCOC(=O)N1CCC(Nc2c(-c3ccc(C)c(C)c3)c(=O)c2=O)CC1 | 0.3 | -19 | -1 | -0.2 | i | 0 | 3.8 | -4 | -5 | 3
Cc1noc(C)c1NC(=O)N(C)C[C@@H]1Oc2ncc(Br)cc2C(=O)N([C@@H](C)CO)C[C@@H]1C | -1.2 | 6 | -1 | -0.7 | i | . | -0.6 | 3 | -2 | -1
CC1=NN(c2ccccc2)C(c2ccco2)C1 (configuration not stated) | -0.1 | -5 | 3 | -0.4 | i | 10 | -1.1 | 2 | -1 | -2
Cc1ccnc(SCC(=O)N2CCc3ccccc32)n1 | 0.2 | 1 | 2 | -1.5 | i | 2 | 0.2 | 0 | -1 | 3
O=c1[nH]snc1-c1c(Cl)cccc1Cl | 1.3 | 2 | -8 | -0.7 | i | -1 | -0.1 | 8 | 0 | -7
COc1ccc(S(=O)(=O)N2CCCCC2)cc1NC(=O)Cn1cnc2c1c(=O)n(C)c(=O)n2C | -0.2 | -1 | 0 | 0.8 | i | -7 | -1.5 | 2 | -2 | -2
CCCCC(=O)N(Cc1nc2sc(C)c(C)c2c(=O)[nH]1)C1CCCC1 | -0.3 | -1 | 1 | -0.6 | i | -6 | -0.1 | -4 | 1 | -9
N#Cc1nc(-c2ccco2)oc1NCc1ccc(F)cc1 | 0.1 | -5 | 2 | -1.1 | i | -2 | 0.1 | -5 | 5 | -2
COC(=O)/C=C/c1ccccc1CN1[C@@H](CC(=O)OC)c2ccccc2S1(=O)=O | -0.4 | -3 | 4 | -0.7 | i | -8 | -0.4 | -1 | -1 | -2
CCN1CCCc2cc(CN(CCN3CCOCC3)C(=S)Nc3cccc(C)c3)ccc21 | 0.1 | 0 | 6 | 8.0 | i | -12 | -0.5 | -6 | 5 | 5
CCc1ccc(NC(=O)CSc2nnnn2-c2cccnc2)cc1 | 0.2 | 3 | 2 | -0.7 | i | -5 | 1.5 | -7 | -2 | 3
CCOC(=O)c1nn(-c2ccc([N+](=O)[O-])cc2)cc1O | -0.5 | -32 | 3 | 0.9 | i | 3 | 3.0 | -7 | -1 | -1
CCn1c(=O)c2ccccc2n2c(SCC(=O)NCc3cccs3)nnc12 | -0.4 | 1 | 5 | -2.2 | i | -7 | 1.4 | -3 | 2 | -1
COCCn1c(SC(C)C(=O)Nc2ncc(Cl)cc2Cl)nc2ccccc21 (configuration not stated) | -2.0 | -1 | -1 | 0.5 | i | -4 | -0.2 | 1 | -3 | 0
COc1ccc(-n2c(SC(C)C(=O)Nc3ccc(NC(C)=O)cc3)nc3ccccc3c2=O)cc1OC (configuration not stated) | -0.2 | 5 | -2 | -0.3 | i | 0 | -0.8 | 3 | 8 | -3
CC(C)Oc1ccc(C(=O)NC(C)(C)CO)cc1 | -0.3 | -2 | 0 | -2.0 | i | -3 | 0.4 | 8 | 2 | 2
O=C(NCc1nnc(SCC(=O)N2CCOCC2)o1)c1c(F)cccc1Cl | -0.1 | 0 | -2 | 0.2 | i | -1 | 0.3 | -2 | -5 | 4
CCN1CCn2c3c(c4cc(Br)ccc42)CCCC31 (configuration not stated) | -1.4 | 3 | -8 | 0.7 | i | 7 | 1.8 | -1 | 0 | 6
CCCN1CCN(CCCNC(=O)Cn2cc3c(n2)CCCC3)CC1 | -0.7 | 3 | -3 | -6.0 | i | -8 | 0.3 | 2 | -1 | -7
O=C(NC1CCN(S(=O)(=O)c2cccc(F)c2)CC1)c1ccc(F)cc1 | -0.2 | 6 | 4 | -1.5 | i | -7 | 0.6 | -3 | 1 | 5
CC(=O)Nc1sc(N/N=C/c2ccc(C)cc2)nc1-c1ccc(C)cc1 | 0.0 | 12 | -10 | 0.8 | i | 13 | -0.9 | -3 | -1 | 6
COc1ccc(N2C(=O)Cc3ccccc3C2=O)cc1 | 0.1 | 1 | -8 | 1.2 | i | -12 | -1.0 | -4 | 7 | 1

From PubChem
